# AID2073: disruptors of CaV2.2 binding to Mint1 – biochemical, HTRF (AID 2073) | HTRF protein-protein interaction, Mint1-CaV2.2; higher % means a stronger effect | one-dose inhibition, % at 20 µM; IC50 in µM for titrated hits | 0.19% of 290,000 active; in the data active means inhibition mostly above about 51%, no sharp cut-off; further: some results filed as inactive read as strong as hits
# HIV peptide binding: cell-free HIV fusion peptide-binding blockers – biochemical, uHTS, fluorescence dequenching, primary screen (AID 1986) | 0.3% of 290,000 active | inhibition, % at 20 µM, or IC50 in µM where a hit was titrated | cell-free peptide binding, fluorescence dequenching, 30 min; higher % means a stronger effect; in the data active means inhibition mostly above about 52%, no sharp cut-off; inactive means mostly below about 76%; further: some results filed as inactive read as strong as hits
# The depositor's hits bear a star. A portion of the library. The share of hits here may be higher or lower than overall.
1) CSCCC(NS(=O)(=O)c1cccc(C(F)(F)F)c1)C(=O)N(C)Cc1ccc2c(c1)OCCO2 (centres undefined)
2) CCC(C)[C@H](NC(=O)C1CC(=O)N(c2ccc3c(c2)OCCO3)C1)C(=O)N1CCCCC1 (some centres undefined)
3) O=C(Nc1cccc(Cl)c1)N1CCOCC1
4) CC1CN(C(=O)CCC(=O)NCc2ccc(Cl)cc2)c2ccccc2S1 (centres undefined)
5) O=C(O)CCC(=O)N1CCN(c2nc(-c3ccccc3)c3cc(Br)ccc3n2)CC1
6) COc1ccc(C(CNC(=O)c2ccc3c(c2)OCCO3)N(C)C)cc1 (centres undefined)
7) CCCn1c(N)c(N(CCOC)C(=O)c2cccc(Cl)c2)c(=O)[nH]c1=O
8) COc1ccc(S(=O)(=O)N2CCCC(C(=O)NCc3ccccc3)C2)cc1 (centres undefined)
9) CC(C)NC(=O)COc1coc(CN2CCN(Cc3ccccc3)CC2)cc1=O
10) COc1cccc(CNS(=O)(=O)c2ccc3c(c2)NC(=O)CS3)c1
entry no. | 1 | 2 | 3 | 4 | 5 | 6 | 7 | 8 | 9 | 10
AID2073 | -10% | 5% | 4% | 2% | 38% | 16% | -1% | 16% | -2% | 5%
HIV peptide binding | 1.1% | 2.6% | -0.6% | -0.8% | 8.5% | 2.3% | -1.4% | -1.4% | 0.9% | 1.5%

11) CCOC(=O)N1CCN(C(=O)c2cc3c(=O)n4cccc(C)c4nc3s2)CC1
12) NC(=O)c1c(NC(=O)C2CC=CCC2C(=O)O)sc2c1CCCCC2 (centres undefined)
13) Cc1ccc(C(=O)C2=C(O)C(=O)N(Cc3cccnc3)C2c2ccc(Br)cc2)o1 (centres undefined)
14) COc1cccc(CN2CCC(Oc3ccc(C(=O)N4CCCCC4)cc3)CC2)c1O
15) CN(C(=O)Nc1ccccc1)C1CCCc2ccccc21 (centres undefined)
16) Cc1cccc(N2CCN(C(=O)NCc3ccc(F)cc3)CC2)c1C
17) Cc1ccc2sc(NC(=O)C3CC3)nc2c1C
18) COc1cccc(C2C(C(=O)c3cc4ccccc4o3)=C(O)C(=O)N2CCN2CCOCC2)c1 (centres undefined)
19) O=C(NC(=S)Nc1ccc(F)c(Cl)c1)C1CC1
20) Cc1cc(C)nc(/N=C(\N)Nc2ccc(OCCC(C)C)cc2)n1
entry no. | 11 | 12 | 13 | 14 | 15 | 16 | 17 | 18 | 19 | 20
AID2073 | 6% | -6% | 21% | 34% | 7% | -9% | 8% | 16% | 2% | -5%
HIV peptide binding | 1.5% | 3.1% | -1.1% | -0.7% | 0.5% | 0.7% | 2.4% | 1.5% | -1.7% | 0.7%

21) CCN1C(=NCCOC)N[C@@H](c2cccc(F)c2)C(C(=O)OC)=C1C
22) Cc1cc2c(SCC(=O)NC3CCCCC3)ncnc2s1
23) O=C(O)c1ccccc1NS(=O)(=O)c1ccc2ccccc2c1
24) Cc1c(CCC(=O)NCCCn2ccnc2)c(=O)oc2c(C)c3occ(C(C)(C)C)c3cc12
25) Cc1ccsc1C(=O)NC(C)c1ccccc1 (centres undefined)
26) CC(C)(C)C(=O)Nc1cc2c3c(c1)CC(=O)N3CCC2
27) O=S(=O)(NCc1ccc2c(c1)OCO2)c1cccc(F)c1
28) CC(C)Cc1nnc(NC(=O)CCC(=O)NC2CCCCC2)s1
29) COc1ccc2cc(CCNS(=O)(=O)c3ccc(NC(C)=O)cc3)c(=O)[nH]c2c1
30) CC(O)Cn1c(N2CCCC2)nc2c1c(=O)[nH]c(=O)n2C (centres undefined)
entry no. | 21 | 22 | 23 | 24 | 25 | 26 | 27 | 28 | 29 | 30
AID2073 | 0% | -10% | 9% | 39% | -13% | 3% | 0% | 11% | 6% | 13%
HIV peptide binding | -0.5% | 1.5% | 17% | -0.7% | 0.7% | 0.0% | 0.1% | 1.2% | 0.2% | -1.6%

31) CC(=O)N1CCSc2ccc(S(=O)(=O)Nc3ccc(C)cc3)cc21
32) COc1ccc(NC(=O)c2sc3nc(N4CCOCC4)c4c(c3c2N)CC(C)(C)OC4)c(OC)c1
33) O=C(NCCNC(=O)c1ccc(-c2ccc(Cl)c(Cl)c2)o1)c1cnccn1
34) Cc1c(C)c2cc3c(C)coc3cc2oc1=O
35) O=C1CN(C(=O)CNC(=O)c2ccc(Cl)cc2Cl)CCN1
36) NS(=O)(=O)c1ccc(Nc2ccc3cc(S(=O)(=O)N4CCCCC4)ccc3n2)cc1
37) CCOc1ccc(C(=O)NC2CC(C)(C)NC(C)(C)C2)cc1
38) COc1ccc(C(=O)N/C(=C/c2cccnc2)C(=O)Nc2cccc(C(C)=O)c2)cc1OC
39) CSc1cccc(NS(=O)(=O)c2ccc3c(c2)NC(=O)C(C)C(=O)N3)c1 (centres undefined)
40) COCCCN1C(=O)C2C(C(=O)Nc3cccc(Cl)c3)C3C=CC2(O3)C1C(=O)NC1CCCCC1 (centres undefined)
entry no. | 31 | 32 | 33 | 34 | 35 | 36 | 37 | 38 | 39 | 40
AID2073 | 6% | -14% | 5% | 10% | 12% | 36% | -1% | 8% | -3% | 7%
HIV peptide binding | -1.8% | -1.6% | 2.9% | -0.9% | -0.5% | -0.7% | 1.0% | -0.9% | 1.5% | 1.9%

41) CC(=O)Nc1c2c(nn1-c1ccccc1C)CS(=O)C2 (centres undefined)
42) CSCc1cc(N(C)c2ccccc2)nc(-c2ccccn2)n1
43) O=C(O)CCN1c2cccc3cccc(c23)S1(=O)=O
44) COC(=O)C1=CN(c2ccc(OC)cc2)C=C(C(=O)OC)C1c1cccc(F)c1
45) COCC(=O)N1CCC(Oc2ccc(C(=O)NCc3cc(C)no3)cc2)CC1
46) COc1ccc(CNC(=O)CN(C)Cc2ccccc2F)cc1OC
47) CCn1cc(S(=O)(=O)N2CCc3ccccc3C2)cn1
48) CN(Cc1ccc2c(c1)OCCO2)C(=O)CN1C(=O)NC2(CCCCC2)C1=O
49) O=Cc1ccc(OCc2ccc3ccccc3c2)cc1
50) COc1cccc(N(C(=O)c2snc(C(N)=O)c2N)C(C(=O)NCC2CCCO2)c2c[nH]c3ccccc23)c1 (centres undefined)
entry no. | 41 | 42 | 43 | 44 | 45 | 46 | 47 | 48 | 49 | 50
AID2073 | 21% | 10% | 3% | 39% | 7% | -1% | 10% | 49% | 9% | 2%
HIV peptide binding | 1.5% | -1.5% | -1.1% | -0.1% | -0.9% | 1.5% | 0.2% | 0.2% | 0.9% | -1.3%

51) COc1ccc(N2CC(C(=O)Nc3ccncc3)CC2=O)cc1 (centres undefined)
52) CCOC(=O)C1CCCN(S(=O)(=O)c2ccc3ccccc3c2)C1 (centres undefined)
53) Cn1cc(CNC(=O)C2CCC(=O)N(Cc3cccc(C(F)(F)F)c3)C2)cn1 (centres undefined)
54) Cc1c(NC(=O)c2ccc(C(=O)Nc3c(C)n(C)n(-c4ccccc4)c3=O)cc2)c(=O)n(-c2ccccc2)n1C
55) O=C(CN(C(=O)CNC(=O)c1ccco1)c1cccc(F)c1)NC1CCCCC1
56) CCOC(=O)N1CCN(C(=O)CN(C)S(=O)(=O)c2ccc(OCC)cc2)CC1
57) COc1ccccc1CN1CCCC(N2CCN(c3ccc(F)cc3)CC2)C1 (centres undefined)
58) CCOC(=O)Cc1csc(NC(=O)CN2CCOCC2)n1
59) Cc1ccc(C(=O)C=CNNC(=O)c2ccccc2)cc1
60) COc1ccc(CCNC(=O)c2cc(-c3ccncc3)nc3ccc(S(=O)(=O)N4CCOCC4)cc23)cc1OC
entry no. | 51 | 52 | 53 | 54 | 55 | 56 | 57 | 58 | 59 | 60
AID2073 | 2% | 8% | 22% | 13% | -1% | -5% | 7% | 20% | 13% | 18%
HIV peptide binding | 0.9% | 1.0% | 0.3% | -0.2% | 0.5% | 0.4% | 1.1% | -1.0% | -0.6% | 0.5%

61) CC(C)OC(=O)CC1C(=O)NCCN1C(=O)COc1ccc(C(C)(C)C)cc1 (centres undefined)
62) CCn1c(=O)c2c(nc3n2CCCN3CCc2ccc(OC)c(OC)c2)n(C)c1=O
63) Cn1c(=O)c2ccccc2n(CC(=O)NC2CCCC2)c1=O
64) COc1ccc(OC)c(C(C)NC(=S)Nc2ccc(S(=O)(=O)Nc3ncccn3)cc2)c1 (centres undefined)
65) O=C(c1ccco1)N1CCN(c2ccc([N+](=O)[O-])cn2)CC1
66) COc1ccc(-c2c(C)oc3c(CN4CCCC(C)C4)c(O)ccc3c2=O)cc1OC (centres undefined)
67) CCOC1=C/C(=C/c2c(N)n3nc(CC(=O)N4CCCC4)sc3nc2=O)C=CC1=O
68) CCOc1ccccc1CN1CCN(Cc2ccc3cccc(OC)c3n2)CC1CCO (centres undefined)
69) CS(=O)c1ccc(-n2c(=O)n(Cc3ccccc3)c(=O)c3[nH]cnc32)cc1 (centres undefined)
70) CC(=O)OCC(=O)[C@@]1(O)CCC2C3CCC4=CC(=O)CCC4(C)C3C(=O)CC21C (some centres undefined)
entry no. | 61 | 62 | 63 | 64 | 65 | 66 | 67 | 68 | 69 | 70
AID2073 | 12% | -6% | -6% | 2% | -3% | 24% | 2% | 12% | 26% | 9%
HIV peptide binding | 0.9% | -0.3% | -0.4% | 1.0% | 0.2% | 0.5% | 10% | 0.9% | -0.3% | 1.3%

# Going on with the list:
no.	mol	AID2073	HIV peptide binding
71	COc1ccc(OC)c(NC(=O)Nc2cccnc2)c1	4%	0.0%
72	COc1ccc2oc(=O)c(C(=O)N3CCN(C(=O)c4ccco4)CC3)cc2c1	41%	1.6%
73	O=C(NCc1cccc(C(F)(F)F)c1)c1ccc[nH]1	9%	-1.8%
74	CN1CCN(C(=O)/C=C/c2ccc(C#N)cc2)CC1	15%	-0.8%
75	CC(=O)N1CCCc2cc(S(=O)(=O)N3CCCC(C(=O)NCc4ccc(Cl)cc4)C3)ccc21 (centres undefined)	-2%	-1.9%
76	COc1ccc(CNC(=O)[C@H](C)NC(=O)[C@@H]2Cc3ccccc3CN2)cc1	14%	-0.9%
77	CC(=O)c1cccc(NC(=O)COc2ccc3oc(=O)cc(C)c3c2)c1	8%	0.3%
78	Cc1cccc(C(=O)N(Cc2cccs2)C2CCS(=O)(=O)C2)c1 (centres undefined)	-1%	-0.7%
79	COc1cccc(CN2CCC(C(=O)N3CCN(Cc4ccc5c(c4)OCO5)CC3)CC2)c1OC	2%	2.1%
80	CCN(CC)C(=O)CSc1nc(COc2ccccc2)nc2ccccc12	-1%	2.0%
81	COC(C(=O)Nc1ccnn1C1CCN(C(=O)c2ccc(C=O)cc2)CC1)c1ccccc1 (centres undefined)	2%	1.2%
82	CC(=O)N1CCN(S(=O)(=O)c2ccc(S(=O)(=O)NC3CCCCC3)cc2)CC1	15%	1.4%
83	CCCCOCCCNC(=O)C1c2ccccc2Oc2ccccc21	10%	0.1%
84	CC(=O)NC(CC(=O)Nc1ccc2c(c1)OCCO2)c1ccccc1 (centres undefined)	17%	-1.1%
85	CCC1CCCCN1CCCNC(=O)c1ccc2c(c1)N(Cc1c(F)cccc1Cl)C(=O)CS2 (centres undefined)	8%	1.5%
86	CC(Sc1nc(N2CCOCC2)c2c(c1C#N)CC(C)(C)OC2)C(=O)O (centres undefined)	-7%	-0.9%
87	CCOc1ccc(N(C)Cc2cc(=O)oc3ccc(OCC)cc23)cc1	-5%	-2.4%
88	CC(=O)Oc1ccc(C(=O)Nc2cccc(C(=O)Nc3ccccc3C(=O)O)c2)cc1	17%	12%
89	O=C(O)c1ccc(Cl)c(S(=O)(=O)N(Cc2ccccc2)c2ccccc2Cl)c1	4%	25%
90	O=C(O)c1cc(N2CCOCC2)nc2ccccc12	9%	0.2%
91	O=c1[nH]c(C2CCCN(S(=O)(=O)Cc3ccccc3)C2)nc2c1nnn2Cc1cccc(Cl)c1 (centres undefined)	45%	0.6%
92	CC(OC(=O)CCOc1ccccc1)C(=O)Nc1ccc(Cl)cn1 (centres undefined)	9%	0.1%
93	CC1(C)CC2CC(C)(CN2Cc2cccc([N+](=O)[O-])c2)C1 (centres undefined)	8%	0.9%
94	CC(C)c1ccc(N2C(=NC(=O)C3CCCO3)SC3CS(=O)(=O)CC32)cc1 (centres undefined)	15%	-0.8%
95	O=C(Cc1ccc(F)cc1)OCN1C(=O)c2ccccc2C1=O	6%	-0.2%
96	O=C(CSc1ccc(-c2cccnc2)nn1)Nc1ccccc1F	9%	-1.8%
97	Cc1ccc2nc(Nc3ccc(F)cc3)c3nncn3c2c1	23%	3.8%
98	CCN(CC)Cc1c(O)ccc2c(=O)c(-c3ccccc3OC)coc12	46%	-0.1%
99	COc1ccc(C)cc1S(=O)(=O)N1CCCC(C(=O)NC2CC2)C1 (centres undefined)	7%	0.9%
100	CCOc1ccc(CCNC(=O)CCCn2nc(C)c3c(C)n(-c4ccccc4)nc3c2=O)cc1	3%	1.2%
101	Cn1nc(C(=O)NCc2ccccc2)c2c1-c1ccccc1S(=O)(=O)C2	6%	3.2%
102	COc1cccc(NC(=O)NNS(=O)(=O)c2ccc(OC)cc2OC)c1	-7%	-1.3%
103	Cc1cccc(NC(=O)NNC(=O)COc2ccc3ccccc3c2)c1	3%	-0.9%
104	CC1CCN(C(=O)CSc2nc(N)c(NC(=O)c3ccccc3)c(=O)[nH]2)CC1	-8%	0.1%
105	O=C(c1ccco1)N(Cc1ccc(Cl)cc1)C1CCS(=O)(=O)C1 (centres undefined)	-9%	-0.2%
106	COc1cccc(CN(C)CC(O)COC(c2ccccc2)c2ccccc2C)c1 (centres undefined)	13%	-2.7%
